esBAF inh: blocks esBAF chromatin remodeling in mouse ES cells; Bmi1-luciferase knock-in reporter, 24 h; 100% = twice the neutral-well signal; reporter increase, % at 12.5 µM; 350,000 tested, 2% active; in the data active = activation above about 40%;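 note: 0% = median of the plate's neutral control wells and 100% = double that signal; a rise in the Bmi1 reporter signal indicates esBAF inhibition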
RAD52 anneal inh: inhibitors of human RAD52 DNA annealing; P43351; recombinant RAD52 DNA annealing, FRET fluorescence; inhibition, % at 18.7 µM; 360,000 tested, 0.46% active;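 active = every replicate showing at least 50% inhibition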
E-selectin induc: E-selectin induction on HUVECs; P16581; HUVEC E-selectin immunofluorescence imaging; normalized: neutral wells 0, TNF-alpha wells 100; activation, % at 7.58 µM; 260,000 tested, 0.37% active;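 active = mean E-selectin-positive cell signal at least 10% of the positive control, reached in at least 60% of replicates, without over 20% cell loss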;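 note: in these data hits start at about 27%; measured in HUVEC primary endothelial cells; signal is the percent of cells scored E-selectin positive by PE staining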
Target sequence (P16581 whole entry, looked up): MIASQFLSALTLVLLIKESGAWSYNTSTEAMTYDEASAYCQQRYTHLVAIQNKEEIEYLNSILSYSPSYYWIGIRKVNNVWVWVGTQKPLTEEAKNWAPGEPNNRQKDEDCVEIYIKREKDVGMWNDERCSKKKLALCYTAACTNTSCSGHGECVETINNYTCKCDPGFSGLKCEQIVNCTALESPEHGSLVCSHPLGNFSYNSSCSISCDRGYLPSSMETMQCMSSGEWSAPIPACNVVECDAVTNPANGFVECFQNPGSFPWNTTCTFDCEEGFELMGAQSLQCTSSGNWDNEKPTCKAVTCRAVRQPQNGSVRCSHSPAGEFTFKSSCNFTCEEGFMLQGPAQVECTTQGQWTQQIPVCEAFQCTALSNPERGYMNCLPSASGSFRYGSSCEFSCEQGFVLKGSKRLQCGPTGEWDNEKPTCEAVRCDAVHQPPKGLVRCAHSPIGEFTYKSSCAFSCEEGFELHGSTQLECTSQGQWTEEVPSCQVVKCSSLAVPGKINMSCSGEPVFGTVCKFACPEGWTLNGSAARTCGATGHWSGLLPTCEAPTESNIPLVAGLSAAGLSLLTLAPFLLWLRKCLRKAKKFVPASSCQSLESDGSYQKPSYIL
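Test system: HUVEC; input: 3,000 HUVEC/well; measured by: immunofluorescence imaging; read-out: % PE-positive cells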
ERp5 block: inhibitors of human ERp5; Q15084; 350,000 tested, 0.05% active; inhibition, % at 9.99 µM; ERp5 insulin aggregation, absorbance 650 nm, 90 min;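 active = mean replicate inhibition above about 25%, with every replicate also reaching it, limit read from the data, passing the limit was not always enough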
Target sequence (Q15084 whole entry, looked up): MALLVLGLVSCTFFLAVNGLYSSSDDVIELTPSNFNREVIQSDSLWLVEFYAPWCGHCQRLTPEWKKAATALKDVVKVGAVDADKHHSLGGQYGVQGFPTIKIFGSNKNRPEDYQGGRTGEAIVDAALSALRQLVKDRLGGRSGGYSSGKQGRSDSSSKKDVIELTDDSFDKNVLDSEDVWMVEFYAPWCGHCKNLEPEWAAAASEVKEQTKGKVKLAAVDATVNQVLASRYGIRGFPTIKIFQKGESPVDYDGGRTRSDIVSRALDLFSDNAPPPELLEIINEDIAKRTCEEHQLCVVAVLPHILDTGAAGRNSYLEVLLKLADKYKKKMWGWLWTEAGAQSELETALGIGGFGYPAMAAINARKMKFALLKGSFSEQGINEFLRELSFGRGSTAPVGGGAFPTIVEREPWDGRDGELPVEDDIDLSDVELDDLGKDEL
ERAP1 inh: blocks human ERAP1 aminopeptidase activity; Q9NZ08; recombinant ERAP1, Leu-AMC fluorescence, 60 min; 340,000 tested, 0.15% active; inhibition, % at 10.7 µM;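 active = mean replicate inhibition of at least 30%, or all replicates individually reaching that 30% level; inactive = mean below 30% and not every replicate reaching it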;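 note: 0% = neutral control wells and 100% = L-leucinethiol positive control wells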
RAD54 branch: inhibitors of human RAD54 branch migration; inhibition, % at 10.4 µM; RAD54 Holliday junction branch migration, FAM/BHQ fluorescence; 360,000 tested, 0.14% active; Q92698; AID 602329;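 active = mean normalized replicate activity at least 40 and at least half of replicates scoring 40 or more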;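 note: 0% = median of neutral control wells and 100% = median of positive control wells; inhibitors cause a drop in the FAM fluorescence signal; in these data hits start at about 50%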
S100A4 inh HTS: blocks human S100A4 binding to myosin IIA peptide | P26447 | S100A4/TAMRA-MyoIIA peptide fluorescence polarization | inhibition, % at 10.7 µM | 360,000 tested, 0.14% active;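 active = mean inhibition of at least 70% across replicates, with every replicate also reaching that level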
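Material: S100A4 monomer (human). Medium: Calcium-containing HEPES buffer, pH 7.2. Probe or stimulus: labelled myosin peptide probe, 5 nM. Compound dosing: one concentration per compound. Timing: polarization read 5 min after assay mix addition, stable 5–60 min. Benchmarks: DMSO as neutral control, TFP as positive control.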
XiGFP reactiv: X-chromosome reactivation activator; XiGFP mouse fibroblasts, % GFP-positive cells imaging, 3 d; cells co-treated with 5-aza-dC sensitizer; scaled so ellipticine positive control = 100%; activation, % at 7.58 µM; 360,000 tested, 0.055% active;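 active = mean normalized replicate activation at least 10% and every replicate at or above 10%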;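 note: 0% = median of on-plate neutral control wells and 100% = ellipticine 6 µM median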
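material = 68-5-11 XiGFP fibroblast line | medium = DMEM plus 5-aza-dC sensitizer | schedule = 3 days compound exposure | benchmarks = positive control ellipticine, 6 µM final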
The depositor's hits bear a star; / = not tested or not shown; & = joins results of further samples.

SMILES	esBAF inh	RAD52 anneal inh	E-selectin induc	ERp5 block	ERAP1 inh	RAD54 branch	S100A4 inh HTS	XiGFP reactiv
COc1ccccc1N1CCN(CC(=O)N2N=CCC2c2ccccc2)CC1 (configuration not stated)	-1	-10	/	7	9	/	0	0.0
O=C(CC1C(=O)NCCN1Cc1ccc(-c2ccccc2)cc1)NCCCn1cccn1 (configuration not stated)	1	-1	1.7	1	/	0	2	0.4
COc1ccc(Cl)cc1NC(=S)Nc1ccc(Cl)cn1	/	-11	4.3	4	4	/	-2	-0.1
COc1cccc(S(=O)(=O)Nc2ccc3c(c2)C(=O)N(C)[C@H]2CC[C@@H](CC(=O)O)O[C@H]2CO3)c1	3	/	0.0	/	/	4	/	0.1
Oc1ccc(/C=N/NC(=S)Nc2cccnc2)cc1O	/	-10	/	-8	1	/	2	-0.1
COc1ccc(S(=O)(=O)Nc2ccc3c(c2)CC(=O)N([C@H](C)CO)C[C@@H](C)[C@@H](CN(C)C(=O)Nc2ccc(C(F)(F)F)cc2)O3)cc1	-2	7	-2.8	7	2	0	2	0.0
CC(C)CNC(=O)c1cccc2c1-c1ccccc1C2=O	-2	-4	-0.1	5	0	-1	-2	0.1
CCOC(=O)C1CCCN(C2CC(=O)N(c3ccccc3)C2=O)C1 (configuration not stated)	/	-3	0.1	5	0	13	-1	0.0
C[C@@H]1CN([C@H](C)CO)C(=O)Cc2cc(NC(=O)Cc3cn(C)c4ccccc34)ccc2O[C@H]1CN(C)CC1CCCCC1	4	-27	2.4	8	-2	-2	7	0.2
CCCC(=O)NC(c1ccc(N(C)C)cc1)c1ccc2cccnc2c1O (configuration not stated)	-67	-16	-0.1	-4	-3	0	2	1.6
Cc1sc2ncn(CC(=O)NCCCC(=O)N(C)Cc3ccccc3)c(=O)c2c1C	-2	-7	-0.1	-1	3	20	1	0.1
CCc1nc2c(OCC(=O)c3ccc(Cl)cc3Cl)cccn2c1N(C)C(=O)c1ccncc1	0	-16	0.1	1	1	17	0	0.2
CCC(=O)N[C@@H]1CC[C@H](CCn2cc(-c3cccc(OC)c3)nn2)O[C@H]1CO	-9	-6	1.4	2	0	2	0	-0.3
COc1ccc2oc(C(=O)OCC(=O)NC3CCS(=O)(=O)C3)c(C)c2c1 (configuration not stated)	1	-10	0.0	-3	-4	2	-4	0.0
O=C(c1ccc(Cl)cc1)c1oc2ccccc2c1CS(=O)(=O)c1ccccc1	-9	-4	/	-4	4	1	5	/
COc1ccc(NC(=O)N(C)C[C@@H]2Oc3ccc(NS(C)(=O)=O)cc3C(=O)N([C@H](C)CO)C[C@H]2C)cc1	-1	3	0.1	-5	-3	-4	6	-1.3
CN(C)c1oc(-c2ccccc2Cl)nc1S(=O)(=O)c1ccccc1	2	-1	0.2	3	2	-1	2	0.0
COc1ccc(NCc2ccc3c(c2)OCO3)cc1Cl	16	-4	/	8	1	6	0	/
Cc1ccc(N2CC(C(=O)OCc3nc(N)nc(Nc4ccccc4C)n3)CC2=O)cc1 (configuration not stated)	-3	-3	/	0	-3	0	-1	-0.1
Cc1cc(C)n2nc(SCN3C(=O)c4ccccc4C3=O)nc2n1	0	-19	/	3	3	-6	-1	/
C/C(Cc1ccccc1)=N/NC(=O)CNC(=O)C(c1ccccc1)c1ccccc1	/	0	2.0	-5	6	/	-9	0.0
O=C(CSc1ncnc2[nH]ncc12)Nc1nc(-c2ccc(F)c(F)c2)cs1	/	-9	/	-6	-4	/	1	0.4
COc1ccc(CCC(C)N2CCC(CO)(Cc3ccccc3)CC2)cc1 (configuration not stated)	2	-7	/	7	-2	-9	-1	0.1
O=C(NC1CCCC1)N1CC(=O)N2[C@H](CO)[C@@H](c3ccc(-c4ccncc4)cc3)[C@H]2C1	/	-12	-0.1	-1	-1	/	-2	0.1
CC1=C(C(=O)Nc2cc(C(=O)N3CCN(c4ccc(Cl)cc4)CC3)ccc2C)SCCO1	-3	-33	-0.1	4	0	7	-4	0.3
Continuation.
SMILES	esBAF inh	RAD52 anneal inh	E-selectin induc	ERp5 block	ERAP1 inh	RAD54 branch	S100A4 inh HTS	XiGFP reactiv
O=C(O)CSc1nc2c(c(C(F)(F)F)n1)CCCC2	-6&-6	-15&-2	2.1&-1.1	-5&-1	-1&-2	-3	2&27	0.0&-0.3
CCn1cc(/C=C(\NC(=O)c2ccccc2Cl)C(=O)N2CCN(C)CC2)c2ccccc21	4	0	0.9	0	2	-1	-1	0.1
COc1ccc(C(CC(=O)O)NC(=O)c2cc3cc(Br)ccc3oc2=O)cc1OC (configuration not stated)	-11	-28	/	6	-2	-4	-7	0.0
COc1ccc(N2C(=O)CC(N3CCN(c4cccc(Cl)c4)CC3)C2=O)cc1 (configuration not stated)	1	0	/	1	-1	3	-3	-0.1
Cc1cccc(C)c1NS(=O)(=O)c1cc2c3c(c1)CC(=O)N3CCC2	7	-11	/	-2	-3	-13	5	-0.1
CCOc1ncccc1C(=O)Nc1cccc(S(=O)(=O)NC2=NCCC2)c1	-2	5	/	14	1	-1	-4	0.0
COCC(C)n1c(SCC(=O)N(C)C2CCS(=O)(=O)C2)nc2ccccc2c1=O (configuration not stated)	/	-16	0.6	4	0	/	-12	0.0
CO[C@H]1CN(C)C(=O)c2ccc(NC(=O)c3ccc4c(c3)OCO4)cc2OC[C@@H](C)N(CC2CC2)C[C@@H]1C	0	-6	0.1	-5	1	8	7	0.1
COC(=O)[C@]12CCCCC=C1N(Cc1ccco1)C(=O)[C@H](CC(=O)N1CCC(c3ccccc3)CC1)C2	/	-11	-0.1	2	-2	/	-1	-0.1
COc1cccc(S(=O)(=O)N(C)C[C@H]2Oc3ncc(Br)cc3C(=O)N([C@H](C)CO)C[C@H]2C)c1	-1&-4	-4&4	3.1&1.4	-1&8	-2&-1	-7&-2	-1&-1	0.1
COC(=O)c1ccc(N2C(c3cc(OC)cc(OC)c3)=Cc3ccc(-c4cccnc4)cc3C2CC(=O)C2CC2)cc1 (configuration not stated)	/	-1	0.0	-14	-1	/	-3	0.1
COc1cccc(CNC(=O)Cc2csc(NC(=O)Nc3ccccc3OC)n2)c1	1	-2	1.7	-1	-1	-4	1	0.1
CSc1ccc(CNC(=O)C2CCC(=O)N(CC3CCCCC3)C2)cc1 (configuration not stated)	5	-7	0.2	0	1	-7	-9	0.1
CC(NC(=O)CN1CCN(Cc2cccc(F)c2)CC1)c1ccccc1 (configuration not stated)	3	-27	/	-1	-5	-8	-7	0.2
Cc1ccc(-c2nc3ccccc3c(=O)o2)cc1	40	-14	/	3	-3	6	-4	0.2
Cc1cc(N/N=C/c2ccccc2)nc(NCc2ccccc2)n1	/	-20	/	3	-3	-3	-5	0.2
Fc1ccc(-c2ccc(CNCc3ccccn3)o2)cc1Cl	7	-10	0.0	3	/	6	-1	0.2
Fc1cccc(Cl)c1-c1nnc2ccc(C(F)(F)F)cn12	-11	-14	/	2	-1	-4	1	0.0
Cc1noc(C)c1NC(=O)Nc1ccc2c(c1)C(=O)N([C@H](C)CO)C[C@H](C)[C@H](CN(C)Cc1ccc3c(c1)OCO3)OCCCC[C@H](C)O2	-4	/	-0.2	/	/	2	/	0.2
O=C(O)c1cc(NC(=O)c2cccc(C(=O)Nc3cc(C(=O)O)cc(C(=O)O)c3)c2)cc(C(=O)O)c1	6	-17	/	-3	-7	-6	-7	-0.1
C[C@H](CO)N1C[C@H](C)[C@H](CN(C)CC2CCOCC2)Oc2cc(C#Cc3cccnc3)ccc2S1(=O)=O	1	7	-0.2	7	0	1	-7	-1.2
C[C@@H]1CCCCO[C@H](CN(C)C(=O)NC2CCCCC2)[C@H](C)CN([C@@H](C)CO)C(=O)c2cc(NC(=O)Nc3ccccc3)ccc2O1	5	-23	0.1	-8	0	-3	0	0.0
COc1ccc(CNC(=O)C(c2ccccc2F)N(C(=O)c2csnn2)C2CC2)cc1 (configuration not stated)	-3	-10	-0.1	3	-1	11	0	0.0
CC(C)(C)C1CCC(CN2CCC(CN3C(=O)C(=O)NC[C@@H]3Cc3ccccc3)CC2)CC1 (some centres not stated)	7	-11	-0.3	1	/	11	-2	0.0
CC(C)(C)NC(=O)CSc1nnc(-c2ccccn2)n1-c1ccccc1	-42	-14	/	0	-1	7	-4	0.1
Next entries:
SMILES	esBAF inh	RAD52 anneal inh	E-selectin induc	ERp5 block	ERAP1 inh	RAD54 branch	S100A4 inh HTS	XiGFP reactiv
CCC(=O)Nc1ccc2c(c1)C(=O)N(C)C[C@@H](OC)[C@H](C)CN(C(=O)c1ccc(F)cc1)[C@@H](C)CO2	-5	-24	2.0	9	1	1	-55	0.0
CCNc1nc(NCC)n2c(SCC(=O)c3ccccc3Cl)nnc2n1	-2	-2	-2.6	-1	-2	9	2	0.2
C/C(=N\NC(=O)c1ccccc1F)c1ccccn1	-66	-22	0.6	0	3	-8	1	1.2
Nc1ccc(S(=O)(=O)N2CCCC2C(=O)O)cc1 (configuration not stated)	-9	-19	-0.2	2	2	/	-9	-0.2
Cc1cc2oc(=O)cc(CN3CCCCC3C)c2cc1C(C)C (configuration not stated)	7	-60	0.0	5	0	-4	-5	0.1
C[C@]12c3[nH]c4ccccc4c3CCN1C(=O)C(CC(=O)NCc1cccc(C(F)(F)F)c1)C[C@@H]2C(=O)N1CCOCC1 (some centres not stated)	-8	3	3.4	1	0	-7	3	-0.1
COc1ccc(OC)c(C2C(C(N)=O)=C(C)Nc3nc(CCCO)nn32)c1 (configuration not stated)	4	-8	0.0	-5	-4	4	1	0.1
O=C(CN1CCC(n2nnc3cc(F)ccc32)CC1)N1CCc2ccccc2C1	1	-33	/	1	-4	-8	1	/
Cn1c(COc2cccc3ccccc23)nnc1SCC(=O)OC1CCCCC1	/	-11	4.5	4	1	8	5	0.0
O=C(CCN1CCN(c2ccccc2)CC1)NNC(=O)Cc1c(F)cccc1Cl	-4	7	/	-4	-1	12	1	0.0
Cc1ccc(NC(=O)Cn2nnc(C(=O)NCc3cccs3)c2N)cc1Cl	7	-7	/	0	0	-5	-3	0.1
CC1C(=O)N2CCCc3cc(NC(=O)C(=O)NCCc4c[nH]c5ccccc45)cc1c32 (configuration not stated)	8	-25	1.1	0	1	3	-5	0.0
Brc1ccc([C@H]2C=C[C@H]3CCCN4CC[C@H]2[C@@H]3[C@]42CO2)cc1	/	-9	0.0	-1	1	/	-3	-0.1
CCOP(=O)(OCC)C(Nc1cccc(C(F)(F)F)c1)c1ccc(Br)cc1 (configuration not stated)	/	-10	/	0	-2	/	1	0.0

At a glance, part of the list above:
SMILES	esBAF inh	RAD52 anneal inh	E-selectin induc	ERp5 block	ERAP1 inh	RAD54 branch	S100A4 inh HTS	XiGFP reactiv
COc1ccccc1N1CCN(CC(=O)N2N=CCC2c2ccccc2)CC1 (configuration not stated)	-1	-10	/	7	9	/	0	0.0
O=C(CC1C(=O)NCCN1Cc1ccc(-c2ccccc2)cc1)NCCCn1cccn1 (configuration not stated)	1	-1	1.7	1	/	0	2	0.4
COc1ccc(Cl)cc1NC(=S)Nc1ccc(Cl)cn1	/	-11	4.3	4	4	/	-2	-0.1
COc1cccc(S(=O)(=O)Nc2ccc3c(c2)C(=O)N(C)[C@H]2CC[C@@H](CC(=O)O)O[C@H]2CO3)c1	3	/	0.0	/	/	4	/	0.1
Oc1ccc(/C=N/NC(=S)Nc2cccnc2)cc1O	/	-10	/	-8	1	/	2	-0.1
COc1ccc(S(=O)(=O)Nc2ccc3c(c2)CC(=O)N([C@H](C)CO)C[C@@H](C)[C@@H](CN(C)C(=O)Nc2ccc(C(F)(F)F)cc2)O3)cc1	-2	7	-2.8	7	2	0	2	0.0
CC(C)CNC(=O)c1cccc2c1-c1ccccc1C2=O	-2	-4	-0.1	5	0	-1	-2	0.1

Screening data: PubChem BioAssay, Broad Institute
